Compound activity: PubChem BioAssay, National Center for Advancing Translational Sciences (NCATS)
hERG WT inh – KCNH2 (human, wildtype) channel inhibition; U2OS, BacMam KCNH2, thallium flux FluxOr; active compounds read low; activity change, % at 1.84 µM; Q12809; actives 0.37% (n = 340,000);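 active means maximum activity change below -70%; inconclusive means maximum activity change between -70% and -50%; inactive means maximum activity change above -50%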; further: on the % scale 0 is the no-effect control and ±100 the full control effect
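U2OS cells were transduced with wild-type KCNH2 virus (2.03 x 10^8 / mL) for 4 h at room temperature, then cultured overnight at 37 C. Thallium flux was read with FluxOr dye. Rate constants were normalized to DMSO controls.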
Mito fusion act – inhibitors of mitochondrial division or activators of mitochondrial fusion; actives 0.23% (n = 320,000); S. cerevisiae fusion-defective mutant growth rescue, CellTiterGlo 48 h; Potency, µM (series often up to 46.1 µM), for inactives: at the highest dose growth rescue (activation), most hits filed as activators; AID 485298;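 further: potency means the concentration at half of the fitted maximal effect; % of control where 0% means no effect; nearly all actives have a fitted effect of over 45% in size; temperature-sensitive fusion mutants such as fzo1-1 at 37 °C on non-fermentable ethanol glycerol medium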
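Yeast fusion mutant, YPEG (non-fermentable carbon), compound, 48 h at 37C non-permissive; CellTiterGlo added, 10 min RT, luminescence read. Rescued growth = division inhibition.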
USP2a inh – inhibitors of human ubiquitin-specific protease USP2a; AID 463254; USP2 core, Ub-CHOP2 coupled fluorogenic reporter, 485/531; O75604; Potency, µM (top dose mostly 38.3 µM), without a hit: top-dose activity change, negative = inhibition, usual class: inhibitors; actives 0.01% (n = 330,000);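 further: potency means the concentration at half of the fitted maximal effect; plate controls were DMSO wells for no effect and full inhibition by NEM control for full effect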
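Deubiquitinase activity read as fluorescence (485/531 nm) after Ub-CHOP2 cleavage activates the enterokinase reporter on its substrate; USP2 core 10nM, Ub-CHOP2 and substrate 25nM each, 30min compound preincubation then 60min RT; data normalized to NEM, curves fitted.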
Eya2 phos inh – Eya2 (human) phosphatase inhibition | O00167 | Potency, µM (doses to about 76.9 µM), for inactives: at the highest dose activity, negative = inhibition, hits mostly inhibitors | recombinant Eya2, OMFP fluorescence dephosphorylation (OMFP is methylfluorescein phosphate) | AID 488837 | actives 0.006% (n = 330,000); further: potency means the concentration at half of the fitted maximal effect; on the % scale 0 is the no-effect control and ±100 the full control effect
Target sequence (O00167 whole entry, looked up): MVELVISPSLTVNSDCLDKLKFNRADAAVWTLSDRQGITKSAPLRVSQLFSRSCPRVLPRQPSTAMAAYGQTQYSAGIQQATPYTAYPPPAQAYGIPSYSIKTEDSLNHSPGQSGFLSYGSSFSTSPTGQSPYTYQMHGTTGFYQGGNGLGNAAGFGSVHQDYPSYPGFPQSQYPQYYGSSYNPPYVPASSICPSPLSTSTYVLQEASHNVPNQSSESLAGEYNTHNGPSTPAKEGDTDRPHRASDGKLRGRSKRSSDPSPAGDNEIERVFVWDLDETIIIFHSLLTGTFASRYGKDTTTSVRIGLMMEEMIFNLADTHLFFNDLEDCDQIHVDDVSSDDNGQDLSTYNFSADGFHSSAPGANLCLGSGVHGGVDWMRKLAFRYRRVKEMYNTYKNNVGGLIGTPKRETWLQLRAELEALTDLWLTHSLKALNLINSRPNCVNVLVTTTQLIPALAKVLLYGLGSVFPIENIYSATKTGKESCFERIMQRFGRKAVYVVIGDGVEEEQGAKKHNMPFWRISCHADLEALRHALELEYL
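Eya2 (0.2 uM) preincubated 10 min at ambient with compound, then OMFP substrate added at 50 uM; 10 min reaction in 50 mM HEPES pH 7.5, 50 mM NaCl, 5 uM MgCl2, 0.05% BSA, 1 mM DTT. Fluorescence read at Ex 485/Em 525 nm.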
TRPV1 agonist – activates the human vanilloid receptor TRPV1 | Q8NER1 | actives 0.19% (n = 320,000) | AID 540275 | activation, % at 8.33 µM | TRPV1-expressing cells, Fluo-8 calcium influx, agonist mode; in the data active means activation above about 80%; inconclusive means between about 30% and that limit; further: 0% is about no effect
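TRPV1-expressing cells were cultured overnight at 35.5C and loaded with Fluo-8 calcium dye for 40 to 90 min at room temperature. After a 10 s baseline, compound was added and calcium influx was read kinetically for 3 min (ex 480/em 520 nm).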
TSHR antagonist – blocks TSH signaling through the human TSH receptor; TSHR-expressing cells, TSH-stimulated cAMP HTRF, 2 h; active compounds read low; activity change, negative = inhibition, % at 11.5 µM; actives 0.2% (n = 330,000); AID 504810;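 active means activity change below a set negative limit, meaning inhibition stronger than a set level, cut at about -70% in these data; inconclusive means activity change between two set negative limits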; further: on the % scale 0 is the no-effect control and ±100 the full control effect
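Competitive HTRF cAMP read-out (cryptate anti-cAMP antibody, cAMP-d2; 30 min, room temperature) in freshly harvested TSHR cells. Compounds added before TSH at EC80 (4nM final), followed by 2 hours' incubation at 37 deg C.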
KCNH2 3.1 inh – blocks the human KCNH2 3.1 channel isoform; U2OS KCNH2 3.1, thallium flux FluxOr; active compounds read low; actives 0.95% (n = 340,000); activity change, % (tested at about 1.8 µM);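 active means maximum activity change below -70%; inconclusive means maximum activity change from -70% to -50%; inactive means maximum activity change above -50%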;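 further: thallium influx rate constant from kinetic fluorescence after stimulation buffer; on the % scale 0 is the no-effect control and ±100 the full control effect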
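FluxOr-based Tl+ influx in U2OS cells transduced with KCNH2 3.1 virus; rate constants normalized to DMSO controls.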
AT treatment – candidate therapy for ataxia-telangiectasia. […] A-T fibroblasts, KAP-1 phosphorylation AlphaLISA; neocarzinostatin DNA damage 30 min before lysis. actives 0.19% (n = 320,000). Potency, µM (titrated, usually from 57.5 µM), without a hit: at the highest dose activation, usual class: activators; further: potency means the concentration at half of the fitted maximal effect; % of control where 0% means no effect; nearly all actives have a fitted effect of over 45% in size
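hTERT-immortalized A-T patient fibroblasts ([…]), 500 cells/well in OPTI-MEM, 1% FBS, got compounds for 60 min, then NCS for 30 min at 37C. Lysates were then assayed for phospho-KAP-1 by AlphaLISA (anti-pKAP1 donor, anti-KAP1 acceptor beads), 6 hr at 25C.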
ELG1 DNA repair – blocks ELG1-dependent DNA repair in HEK293T cells; Potency, µM (titrated, usually from 46.1 µM), for inactives: top-dose activity change, negative = inhibition, hits mostly inhibitors; actives 2.3% (n = 330,000); HEK293T ELG1-luciferase reporter, luminescence, 16 h; DNA damage induced by 5-fluorouridine; further: potency means the concentration at half of the fitted maximal effect; on the % scale 0 is the no-effect control and ±100 the full control effect; nearly all actives have a fitted effect of over 55% in size
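Reporter activity after DNA damage by 5-fluorouridine is monitored. Compound-treated cells incubate 16 hr at 37 °C, then ONE-Glo is added for 30 min before luminescence reading.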
TCR act – activators of T cell receptors; primary human leukocytes, anti-CD3, IL-2 HTRF, 48 h; Potency, µM (titrated, usually from 9.22 µM), without a hit: at the highest dose activation of IL-2 secretion, actives largely listed as activators; 330,000 tested, under 10 active; AID 504894; further: % of control where 0% means no effect
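IL-2 produced over 48 hr by a-CD3 bead-stimulated primary human leukocytes exposed to compounds was detected with a homogeneous time-resolved FRET immunoassay, 665nm acceptor signal after 320nm excitation.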
* marks the source's active call; other numbers are inactive results; ? = inconclusive; / = not tested or not shown; [ ] = dose if it differs, or a comment. Unless noted, the call rests on the fitted dose curve; in most records, active means well fitted curve in the direction sought with a large enough effect; inconclusive means small, poorly fitted or top-dose-only effect, or another doubt; inactive means no such curve, though single readings can be large; an effect the other way counts as inactive or inconclusive. An excerpt; rates above refer to the full screens.

Structure,hERG WT inh,Mito fusion act,USP2a inh,Eya2 phos inh,TRPV1 agonist,TSHR antagonist,KCNH2 3.1 inh,AT treatment,ELG1 DNA repair,TCR act
COc1ccc(OC)c(C(=O)CSc2nnc(-c3cccs3)o2)c1,7,10%,0%,-11%,4,-12,9,8%,25%,-3%
CCC1(CC)Cc2ccccc2C(Nc2c(C)n(C)n(-c3ccccc3)c2=O)=N1,20,-5%,0%,-2%,-2,23,9,-1%,?,2%
Cc1cc2nnc(SCC(=O)N(C)C3CCS(=O)(=O)C3)n2c2ccccc12 (stereo not drawn),/,4%,0%,-1%,-1,-2,-13,-2%,-10%,2%
NC(=O)CN1C(=O)NC2(CCCc3ccccc32)C1=O (stereo not drawn),-2,0%,2%,-1%,2,-1,-1,6%,1%,-2%
CN(C)CCn1nnnc1SCC1=C(C(=O)O)N2C(=O)[C@@H](NC(=O)Cc3csc(N)n3)[C@H]2SC1,-5,7%,6%,-9%,-1,-9,16,-2%,27%,-4%
Cc1nc2ccc(NC(=O)c3cccs3)cc2c(=O)n1Cc1ccc(Cl)cc1,18,29%,3%,-26%,9,-25,-5,-12%,7.3µM*,0%
Cc1c(-c2ccc(Br)cc2)nc2ccccn12,10,22%,1%,-1%,11,5,9,14%,?,3%[46.1 µM]
O=C(c1ccccc1NS(=O)(=O)c1cccc2cccnc12)N1CCOCC1,14,-4%,-4%,1%,4,18,1,-4%,6%,-2%
COc1cc(OC)cc(C(=O)NCC(=O)OCc2nc3ccccc3s2)c1,-9,3%,0%,10%,6,5,1,-2%,?,-1%
c1ccc(-c2nn3c(Cn4nnc5ccccc54)nnc3s2)nc1,-3,-2%,2%,3%,0,9,-7,-9%,18%,2%
CCCC(c1nnnn1C(C)(C)C)N1CCN(Cc2ccccc2)CC1 (stereo not drawn),4,-4%,2%,1%,11,2,4,-3%[11.5 µM],2%,1%
O=C(CSc1nc2c(c(=O)n1-c1ccc(F)cc1)SCC2)N1CCCC1,1,2%,-3%,2%,0,3,3,-2%,8%,-2%
O=C(OCc1ccccc1F)c1cc2ccccc2cc1O,7,-4%,-2%,-5%,5,-17,16,19%,0%,7%
CC(C)C(=O)NNC(=O)c1c(O)c2ccccc2[nH]c1=O,-3,-1%,4%,-7%,0,7,-5,-1%,-4%,2%
CC(C)CC(=O)/C=C/n1c(=S)oc2ccccc21,-8,0%,2%,0%,3,-14,0,3%,?,-7%[46.1 µM]
CS(=O)(=O)c1ccc(Cl)c(NC(=O)COC(=O)c2c(Cl)cccc2Cl)c1,-1,4%,4%,3%,17,-3,-4,-7%,?,1%
CCOC(=O)C1CCN(C2=C(NS(=O)(=O)c3ccc(Cl)cc3)C(=O)c3ccccc3C2=O)CC1,-11,9%,-1%,1%,-2,0,-17,-33%,?,0%
CCNC(=O)NC(=O)C(C)OC(=O)c1cccn1C (stereo not drawn),6,-3%,-2%,-9%,-2,14,2,-1%,18%,15%
CC(C)(C)OC(=O)C[C@H]1C/C=C\C[C@@H](CC(=O)N[C@@H](CO)Cc2ccccc2)C(=O)NC[C@@H](c2ccccc2)OC1=O,-4,/,2%,6%,/,2,-11,2%,?,-2%
CS(=O)(=O)Nc1ccc2c3c(cccc13)CC2,6,0%,1%,-9%,2,-4,-1,3%,11%,1%
O=C(CCC1CCCN(C(=O)c2ccc3c(c2)OCO3)C1)N1CCN(c2ccccn2)CC1 (stereo not drawn),-11,-6%,4%,-2%,-6,-3,-9,-4%,?,-1%
CC(=O)Nc1ccc(Nc2ncnc3ccccc23)cc1,/,0%,11%,-6%,1,-1,/,-4%,?,/
COCCN(CC(=O)NCc1ccccc1)C(=O)CCC(=O)Nc1nccs1,4,-13%,0%,-12%,0,5,-3,1%,3%,-20%
OC(CCN1CCCCC1)c1ccc(-c2ccccc2)cc1 (stereo not drawn),53,-14%,4%,-1%,1,-4,-47,-12%,18%,-1%
COc1ccc(CC(=O)NCc2nnc(SCC(=O)Nc3nccs3)n2-c2ccccc2)cc1,-2,-4%,1%,-19%,-5,16,-2,-1%,-10%,-2%
CCC1=C/C(=C/c2sc3ccccc3[n+]2CC)CC(C)(C)C1,-8,4%,1%,-14%,17,-3,4,-1%,-9%,2%
O=C1CSc2ccc(C(=O)Nc3cccc(S(=O)(=O)Nc4ccc(Br)cc4)c3)cc2N1,/,-1%,-10%,-2%,13,?,-13,-6%,13µM*,3%
CCCNC(=S)Nc1ccc(F)cc1F,-4,-4%,0%,-15%,/,2,-1,9%,16µM*,5%
O=C(O)/C=C/C(=O)NC1CCCCCCCCCCC1,3,-2%,5%,?,-1,0,12,-1%,-3%,-6%
O=C(NCCn1cccn1)C1CCC(=O)N(CCc2ccccc2)C1 (stereo not drawn),12,1%,3%,6%,-1,0,/,4%,10%,2%

Retrieved by compound from above (two):
Structure,hERG WT inh,Mito fusion act,USP2a inh,Eya2 phos inh,TRPV1 agonist,TSHR antagonist,KCNH2 3.1 inh,AT treatment,ELG1 DNA repair,TCR act
CCOC(=O)C1CCN(C2=C(NS(=O)(=O)c3ccc(Cl)cc3)C(=O)c3ccccc3C2=O)CC1,-11,9%,-1%,1%,-2,0,-17,-33%,?,0%
CC(=O)Nc1ccc(Nc2ncnc3ccccc23)cc1,/,0%,11%,-6%,1,-1,/,-4%,?,/

Additional entries follow.
Structure,hERG WT inh,Mito fusion act,USP2a inh,Eya2 phos inh,TRPV1 agonist,TSHR antagonist,KCNH2 3.1 inh,AT treatment,ELG1 DNA repair,TCR act
CCOC(=O)CCN(Cc1cccs1)S(=O)(=O)c1ccc(F)cc1,-3,-1%,-1%,-14%,19,-13,-5,-3%,-16%,3%
Cc1ccc(C)c(N2CCN(c3nc4ccccc4c(=O)n3Cc3ccccc3)CC2)c1,6,-1%,2%,13%,/,8,?,-1%,7%,-1%
COc1ccc(CCN2C(=O)CCC2(C)C(=O)NCc2cccnc2)cc1OC (stereo not drawn),22,-2%,0%,2%,-3,10,-13,-7%,2%,2%
Cc1cccnc1NC(=O)Cn1nc(C)c([N+](=O)[O-])c1C,-8,-1%,2%,-6%,-1,5,-7,0%,-7%,-1%
Cc1sc2ncnc(N[C@@H](Cc3ccccc3)C(=O)O)c2c1C,-5,-1%,0%,10%,2,-6,8,6%,-6%,2%
CC(C)(C)c1nnc(NC(=O)Nc2ccc(Cl)cc2)s1,4,7%,1%,-13%,6,-11,3,7%,5%,1%
Cc1ccc(C(=O)NCC(=O)OCC(=O)Nc2ccccc2C#N)s1,-3,9%,4%,0%,1,-4,-4,4%,0%,-10%
NC(=S)N/N=C/c1ccc2ccccc2c1,-1,-4%,3%,-2%,-1,3,-38,9%,?,-1%[46.1 µM]
COc1cc(/C=C/C(=O)Nc2cccc(S(=O)(=O)NC3=NCCCCC3)c2)ccc1OCC#N,-27,0%,-1%,2%,-2,-2,4,3%,?,-1%
C/C(CC1(O)C(=O)Nc2ccccc21)=N\O (stereo not drawn),-1,0%,1%,-1%,-4,9,-3,/,1%,-2%
O=S(=O)(Cc1ccc(Cl)cc1)N1CCCCCC1,13,-2%,-1%,-7%,10,-9,-2,22%,?,8%
Cc1cc(C(=O)OCC(=O)NC2CCCCC2C)c2ccccc2n1 (stereo not drawn),-2,/,3%,5%,/,/,16,16%,0%,1%
Cc1nc2ccccc2c(=O)n1/N=C/c1ccc(F)cc1,-3,-8%,0%,3%,?,-3,-3,10%,11%,-5%
O=C(c1ccc(Cl)cc1)N1CCCOC1,-3,3%,1%,3%,-4,-2,0,0%,15%,/
CC(C)[C@H](NC(=O)[C@@H]1CSC2c3ccccc3C(=O)N21)C(=O)NCC1CCCO1 (stereo partly drawn),-3,0%,2%,6%,1,0,4,-1%,2%,-15%
CC(=O)Nc1c(O)nc(SCc2ccccc2C#N)[nH]c1=O,-23,-1%,0%,-8%,0,-5,3,7%,7%,-6%[46.1 µM]
